PLK1 PBD inh: PLK1 (human) polo-box domain binding inhibition | P53350 | Plk1 PBD binding of FITC phosphopeptide, fluorescence polarization | Potency, µM, inactives show max response, negative = inhibition, usual class: inhibitors | 360,000 compounds, 2.8% hits; also: potency is read from the fitted curve at half-maximal effect; series mostly up to about 57 µM; % is scaled to controls: 0 for no effect and ±100 for the full control effect; nearly all actives have a fitted effect of over 65% in size
Target sequence (P53350 whole entry, looked up, the tested form may be a part): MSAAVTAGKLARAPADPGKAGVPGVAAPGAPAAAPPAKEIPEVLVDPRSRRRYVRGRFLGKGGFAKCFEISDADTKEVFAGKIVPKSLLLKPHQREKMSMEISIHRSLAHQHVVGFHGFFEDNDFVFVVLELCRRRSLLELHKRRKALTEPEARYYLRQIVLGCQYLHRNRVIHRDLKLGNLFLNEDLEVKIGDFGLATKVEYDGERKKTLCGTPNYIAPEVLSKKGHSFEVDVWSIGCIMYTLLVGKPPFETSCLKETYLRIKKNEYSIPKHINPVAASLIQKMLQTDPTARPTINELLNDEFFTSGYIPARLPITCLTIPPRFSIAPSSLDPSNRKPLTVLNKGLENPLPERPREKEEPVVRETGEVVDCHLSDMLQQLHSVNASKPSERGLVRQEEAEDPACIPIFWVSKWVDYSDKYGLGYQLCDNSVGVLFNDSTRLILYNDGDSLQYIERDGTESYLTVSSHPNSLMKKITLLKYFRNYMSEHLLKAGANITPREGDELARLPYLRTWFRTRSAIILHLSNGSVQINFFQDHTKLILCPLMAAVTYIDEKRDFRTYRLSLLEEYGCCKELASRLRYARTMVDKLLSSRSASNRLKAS
EPAC2 agonist: EPAC2 (human) agonism; Q8WZA2; EPAC2 activation, biochemical qHTS; response scale: 100% = 6.5 mM cAMP response; Potency, µM (series often up to 154 µM), inactives show top-dose activation, hits mostly activators; 360,000 compounds, 0.079% hits; also: potency is read from the fitted curve at half-maximal effect; nearly all actives have a fitted effect of over 50% in size
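In this primary screen, activation is scored as increased exchange of BODIPY-GDP from Rap1B by 100 nM EPAC2, with 50 uM GDP as competitor. Signal is normalized to the 6.5 mM cAMP agonist control.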
PI5P4K alpha inh: inhibitors of human PI5P4K alpha; P48426; PI5P4Kalpha enzyme, ADP-Glo luminescence, 60 min; hits give low values; max response, %; 330,000 compounds, 1.2% hits; active = max response of -50% or lower; inconclusive = between -30% and -50%; inactive = -30% or higher; also: value at the top dose of about 77 µM; % is scaled to controls: 0 for no effect and ±100 for the full control effect
Target sequence (P48426 whole entry, looked up): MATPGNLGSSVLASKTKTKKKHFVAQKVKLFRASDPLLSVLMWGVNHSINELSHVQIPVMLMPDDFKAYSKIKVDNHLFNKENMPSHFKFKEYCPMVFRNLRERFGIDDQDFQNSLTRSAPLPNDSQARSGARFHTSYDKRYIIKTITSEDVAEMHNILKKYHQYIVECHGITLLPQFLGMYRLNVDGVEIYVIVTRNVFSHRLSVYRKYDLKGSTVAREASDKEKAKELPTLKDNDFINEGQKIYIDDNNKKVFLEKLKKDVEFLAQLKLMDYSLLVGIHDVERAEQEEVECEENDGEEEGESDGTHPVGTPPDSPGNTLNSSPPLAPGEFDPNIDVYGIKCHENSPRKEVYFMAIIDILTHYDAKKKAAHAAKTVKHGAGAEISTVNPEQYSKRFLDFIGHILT
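Human PI5P4Kalpha with substrate in 0.038 M HEPES pH 7.4, 0.28 mM EGTA, 0.1% CHAPS, 5% DMSO; reaction started with 5 microM ATP (final), 60 min at room temperature. ADP formed read by ADP-Glo luminescence.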
EPAC1 antagonist: EPAC1 (human) antagonism | O95398 | EPAC1 GEF assay, Rap1b-BODIPY-GDP exchange fluorescence | Potency, µM (highest dose often 115 µM), for inactives: at the top dose activity change, negative = inhibition, actives largely listed as inhibitors | 360,000 compounds, 0.14% hits;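 also: potency is read from the fitted curve at half-maximal effect; plate controls were vehicle for no effect and positive control for full effect; nearly all actives have a fitted effect of over 50% in size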
IL-2 act: activators of IL-2 | activation, % (series mostly up to about 46 µM) | IL-2 activation reporter assay, cell-based qHTS; stimulated with anti-CD3/CD4/CD28 beads; in transgenic mouse T cells | 360,000 compounds, 0.065% hits; in the data active = activation above about 50%; inconclusive = mostly about 30% to 49%; also: 0% is about no effect
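Readout is EGFP and DsRed signal by fluorescent plate cytometry after 18 h at 37 degrees C. Transgenic mouse T cells (750/well) received compound for 60 min before bead stimulation (anti-CD3, anti-CD4, anti-CD28); memory T cells served as non-tolerant control.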
EPAC1 ag: activates human EPAC1 exchange factor; EPAC1 agonist qHTS, biochemical assay; response scale: 100% = response to 6.5 mM cAMP; 360,000 compounds, 0.073% hits; O95398; Potency, µM (doses to about 154 µM), for inactives: at the top dose activation, most hits filed as activators; also: potency is read from the fitted curve at half-maximal effect; nearly all actives have a fitted effect of over 60% in size
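Read-out is the fluorescence drop as BODIPY-GDP leaves Rap1B (480 nm excitation, 540 nm emission), recorded every 5 minutes over 30 minutes. Reactions held 100 nM EPAC1, 250 nM Rap1B–BODIPY-GDP and 50 uM GDP, with 6.5 mM cAMP setting full activation.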
WRN helicase inh: inhibitors of human WRN helicase; Potency, µM (titrated, usually from 114 µM), for inactives: top-dose activity change, negative = inhibition, usual class: inhibitors; AID 651768; WRN helicase unwinding, fluorescent forked duplex, kinetic; 360,000 compounds, 0.46% hits; also: potency is read from the fitted curve at half-maximal effect; % is scaled to controls: 0 for no effect and ±100 for the full control effect; nearly all actives have a fitted effect of over 55% in size
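WRN at 20 nM final preincubated with compound 15 min at room temperature; reaction started with 100 nM fluorophore/quencher forked duplex oligonucleotide and 2 mM ATP final. Unwinding followed kinetically by red fluorescence (ex 525, em 598 nm).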
CCT modulator: cytosolic chaperonin activity modulation. activity change, % (concentration not given with the values), hits read low. 360,000 compounds, 0.3% hits. purified chaperonin ATPase assay, HTRF ADP detection, 30 min; in the data active = activity change below about -30%; also: % is scaled to controls: 0 for no effect and ±100 for the full control effect
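Nucleotide hydrolysis assay: TRiC at 20–40 nM final (set by batch activity) with 10 uM ATP, 30 min at 37 °C, in presence of 76 uM compound. Detection by competitive ADP HTRF, 30 min ambient.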
Starred values were filed as active, the others as inactive; ? = inconclusive; . = not tested or not shown; & = joins results of further samples; [ ] = remark or other dose. Unless noted, calls follow the shape of the dose curve; as a rule, active = well fitted curve in the direction sought with a large enough effect; inconclusive = small, poorly fitted or top-dose-only effect, or another doubt; inactive = no such curve, though single readings can be large; an effect the other way counts as inactive or inconclusive. These rows are one share of the data (hit frequency here may not be typical).

SMILES	PLK1 PBD inh	EPAC2 agonist	PI5P4K alpha inh	EPAC1 antagonist	IL-2 act	EPAC1 ag	WRN helicase inh	CCT modulator
CSc1nnc(-c2ccc(O)cc2)n1C	-16%	8%	.	-3%	1.0	8%	2%	-3.0
CCOC(=O)Cn1c(O)c(N=NC(=O)OC)c2ccccc21	1%	2%	0	10%	3.3	11%	3%	-3.7
COc1cc(OC)c(C2=NOC(C(=O)Nc3cc(C)nn3-c3ccccc3)C2)cc1Cl (stereo not given)	-1%	9%	.	-4%	-1.1	1%	-13%	0.4
Cc1c(C(=O)N2CCN(Cc3ccccc3)CC2)sc2ncnc(N3CCOCC3)c12	-7%	1%	.	12%	-2.0	-2%	-1%	-4.6
COc1ccc(S(=O)(=O)N2CCOCC2)cc1NC(=O)c1ccc2c(c1)OCO2	-18%	6%	-2	-22%	0.1	-4%	1%	-2.2
COc1ccc(Cl)cc1C(=O)NNC(=O)C1CCCO1 (stereo not given)	-6%	5%	1	5%	0.9	-1%	-20%	-0.9
COc1ccccc1-c1cc(C(=O)NC2CCCC2)no1	-8%	16%	7	4%	1.7	7%	3%	2.8
CCCOC(=O)c1ccc(OCC(O)Cn2c(C)nc3ccccc32)cc1 (stereo not given)	3%	0%	2	-5%	-3.7	0%	-6%	-0.8
CCn1c(=O)c(C(=O)NCCc2ccccc2)c(O)c2ccccc21	0%	-82%[15.6 µM]	39	3%	0.9	11%	-8%	1.7
CCOC(=O)/C(C#N)=N\Nc1cc(Cl)ccc1OC	-10%	-12%	8	2%	?	-5%	-6%	-3.4
CCOc1ccc(NC(=S)NC(=O)c2cnn(CC)c2)c([N+](=O)[O-])c1	-3%	-2%	2	-19%	-1.4	-1%	7%	-3.3
Nc1cc(=O)n(Cc2ccccc2)c(=O)n1-c1ccc(Cl)cc1	3%	9%	1	7%	-0.1	2%	1%	-3.0
CCOc1ccc(S(=O)(=O)n2ccnc2)c2ccccc12	1%	-7%	5	9%	-2.3	-15%	-3%	0.1
O=C(Oc1ccccc1)c1cc2ccccc2o1	-5%	5%	0	-12%	0.0	11%	-12%	0.3
COCCNC(=S)N/N=C(\C)c1ccc(Cl)c(Cl)c1	-12%	17%	8	-1%	-0.6	21%	-5%	-0.9
CCN(C(=O)COC(=O)C(Cc1ccccc1)N1C(=O)c2ccccc2C1=O)C1CCS(=O)(=O)C1 (stereo not given)	-15%	5%	-5	4%	-0.7	2%	0%	-3.8
Cc1[nH]nc2c1C(c1ccc(O)cc1)C1=C(CC(C)(C)CC1=O)N2 (stereo not given)	-14%	-1%	-13	0%	0.0	-3%	-3%	-3.0
Cc1ccsc1/C=N/NC(=O)c1cccs1	-13%	-1%	-8	-10%	-3.3	-4%	1%	0.9
CC(=O)OC1C2CCC1C([N+]1(C)CCCCC1)CC2 (stereo not given)	-21%	-4%	-22	-2%	0.6	-4%	-5%	-1.2
Cn1c(N)c(C(=O)CSc2nc(N)cc(=O)[nH]2)c(=O)n(C)c1=O	-1%	2%	.	15%	0.7	-1%	-17%	-1.0
CCc1nnc(NC2=NCCC2)s1	-4%	5%	11	0%	2.6	1%	2%	0.5
COc1ccc(CCNC(=O)CNCCc2ccc(F)cc2)cc1	-17%	4%	0	-24%	2.8	7%	8%	0.3
COc1ccc(C(OC(=O)c2ccco2)C(=O)NC(C)(C)C)cc1OC (stereo not given)	-12%	8%	15	8%	0.9	1%	9%	-0.5
Cc1cc([N+](=O)[O-])nn1CCCC(=O)Nc1cccnc1Cl	-9%	6%	-1	-7%	-0.3	11%	-6%	1.6
COc1ccccc1NC(=O)C1=C(C)Nc2nc(-c3cccs3)nn2C1c1cccc(O)c1 (stereo not given)	0%	-2%	6	-7%	0.1	8%	-11%	-2.5

Additional records:
SMILES	PLK1 PBD inh	EPAC2 agonist	PI5P4K alpha inh	EPAC1 antagonist	IL-2 act	EPAC1 ag	WRN helicase inh	CCT modulator
CCCCn1c(N)c(N(CC(C)C)C(=O)CCCc2nc3ccccc3c(=O)[nH]2)c(=O)[nH]c1=O	-13%	-4%	-7	16%	2.6	11%	8%	1.0
CC1=CC(C)=Nc2ccc(C)cc2N1	-7%&-4%	-10%&-1%	1	16%&7%	0.0&3.2	-2%&6%	0%&3%	-0.3&-1.0
CN(Cc1nc2ccccc2c(=O)[nH]1)C(=O)c1cc2c(s1)CCCCC2	1%	3%	1	3%	-0.8	8%	-2%	0.0
C/C(=N\NC(=O)Cn1c(-c2ccccn2)nc2ccccc21)c1ccccc1	-6%	8%	-5	4%	-4.1	-2%	-6%	0.7
Nc1nnc2cc(Br)ccc2n1	-2%	1%	-2	1%	-0.2	-2%	3%	1.7
O=C(/C=N/O)Nc1cccnc1	-3%	0%	-1	8%	2.9	-4%	12%	-2.5
CCOc1ccccc1N(CC(=O)Nc1cccc2ccccc12)S(C)(=O)=O	0%	6%	3	11%	0.7	6%	2%	0.7
COc1ccccc1NCCC(=O)OCC(=O)Nc1cccc(S(=O)(=O)N(C)C)c1	-14%	15%	-3	-5%	0.5	2%	-2%	-4.0
Cc1ccc(S(=O)(=O)N(C)C)cc1NC(=O)CSc1nc2ccccc2[nH]1	-6%	-1%	8	7%	0.4	1%	-8%	-2.0
Cc1ccc(C(=O)N/N=C/c2cn(Cc3ccccc3)c3ccccc23)cn1	-5%	10%	-2	-27%	-0.6	-13%	-11%	0.4
Cn1c(=O)c(=O)n(C)c2cc(S(=O)(=O)N3CCCC3C(=O)NCc3ccco3)ccc21 (stereo not given)	2%	9%	7	-10%	-0.7	12%	-10%	1.2
COc1ccccc1N1CCN(C(=O)CCNC(=O)Cn2ccc3ccccc3c2=O)CC1	-4%	-1%	-8	1%	2.6	7%	0%	-3.3
Nc1nc(N)c(Br)c(Nc2ccc(Cl)c(Cl)c2)n1	0%	17%	-15	-6%	-0.9	-6%	5%	-3.3
Cc1ccc(S(=O)(=O)N2C[C@H]3C(=O)C[C@@H](c4ccccc4)N(S(=O)(=O)c4ccc(C)cc4)[C@H]3C[C@H]2c2cccc(Cl)c2)cc1	3%	-1%	3	-7%	-0.6	6%	-3%	2.1
CS(=O)(=O)N(Cc1ccccc1)c1ccc(C(=O)Nc2ccc3c(c2)OCO3)cc1	-7%	7%	1	-5%	-2.4	0%	1%	-0.7
CCOc1ccc(N2C(=O)CC(N(C)Cc3ccccc3)C2=O)cc1 (stereo not given)	-10%	14%	-1	-3%	0.6	8%	5%	1.0
CCC1CCCCN1C(=O)COc1ccc2c(c1)OCO2 (stereo not given)	-6%	-6%	5	-1%	-2.8	-6%	-8%	-0.4
Cc1cccc(NS(=O)(=O)c2nnc(NC(=O)c3cccc(C)c3)s2)c1	-19%	6%	-2	-21%	-3.4	-6%	-14%	-1.6
CCOC(=O)c1ccc(-c2ccc(C(=O)Nc3cccnc3)o2)cc1	-11%	2%	-10	-1%	-0.5	0%	-17%	-1.2
Cn1cc(CNC(=O)C2CCC(=O)N(Cc3ccc(Cl)cc3)C2)cn1 (stereo not given)	-7%	2%	-10	26%	-3.2	-8%	-7%	0.1
CN(Cc1nc(-c2cccc(Cl)c2)no1)C1CCOCC1	1%	0%	-2	-5%	0.3	-12%	0%	2.2
CCC(=O)Oc1ccc(C(=O)Nc2ccccc2C(=O)NCC(C)C)cc1	1%	7%	-5	2%	-2.2	-3%	2%	-1.5
COc1ccc(S(=O)(=O)NCCOc2ccccc2)cc1C	-15%	9%	2	-10%	-0.5	9%	1%	-3.3
COc1ccccc1N(CC(=O)NCCSCc1ccccc1)S(=O)(=O)c1ccccc1	-9%	14%	0	-1%	-1.6	10%	-7%	-1.4
CCN(CC)C(=O)c1ccc(-c2nnc(Nc3ccc(O)cc3)c3ccccc23)cc1	-6%	5%	8	-15%	0.8	0%	4%	0.0

Some entries already given with just EPAC1 antagonist and PI5P4K alpha inh:
Structure,EPAC1 antagonist,PI5P4K alpha inh
COc1ccccc1N1CCN(C(=O)CCNC(=O)Cn2ccc3ccccc3c2=O)CC1,1%,-8
Nc1nc(N)c(Br)c(Nc2ccc(Cl)c(Cl)c2)n1,-6%,-15

Remaining list, next part.
SMILES	PLK1 PBD inh	EPAC2 agonist	PI5P4K alpha inh	EPAC1 antagonist	IL-2 act	EPAC1 ag	WRN helicase inh	CCT modulator
O=C(Nc1ccc(N2CCN(C(=O)c3ccco3)CC2)cc1)c1cccc(F)c1	1%	-10%	-8	11%	0.6	-4%	13%	0.7
CCN(CC)C(=O)C1=C(C)N(CCC2=CCCCC2)C(=O)C(CC(=O)NCCc2ccccn2)C1 (stereo not given)	-7%	4%	4	-5%	-1.9	-6%	3%	1.6
COc1ccc(N2CCC(CNC(=O)Nc3ccc(Cl)cc3)C2)cc1 (stereo not given)	-4%	16%	0	12%	1.2	-6%	-3%	-0.1
O=C(N/N=C/c1ccsc1)c1c[nH]c2ccccc12	3%	15%	2	13%	0.8	6%	0%	-2.2
COC(=O)c1sccc1NC(=O)c1cc(-c2cc(C)ccc2C)nc2ccccc12	-8%	11%	.	-1%	-1.7	5%	-2%	-0.2
O=C(NC1CCCCC1)C(c1ccccc1F)n1c(=O)c(-c2ccco2)nc2ccccc21 (stereo not given)	-22%	-5%	-69*	-24%	-0.2	1%	-5%	.
CCC(CC)C(=O)N=C1SC2CS(=O)(=O)CC2N1CCc1ccc(OC)c(OC)c1 (stereo not given)	-8%	6%	7	0%	0.8	-5%	-33%	-2.9
C#CCNC(=O)C1=C[C@@H](c2ccc(C(F)(F)F)cc2)C[C@@H](OCc2ccc(CO)cc2)O1	-7%	7%	1	-10%	1.9	-3%	-5%	-0.4
CC(CNCC1CCCO1)COc1cccc2ccccc12 (stereo not given)	1%	3%	-6	10%	11	-1%	7%	-0.1
Cn1c(=O)c2c(nc(SCC(=O)N3CCOCC3)n2C)n(C)c1=O	3%	-3%	-4	0%	6.0	0%	4%	0.3
CC1CC(C)CN(C(=O)C2CC(=O)N(c3ccc4c(c3)OCCO4)C2)C1 (stereo not given)	3%	0%	2	1%	-0.3	12%	-1%	2.1

Assay outcomes (PubChem)
